From PubChem BioAssay
Mtb BioA inh: M. tuberculosis BioA enzyme inhibitors, primary screen, biochemical, plate reader, single point, HTS | hit rate 0.096% among 360,000 | inhibition, % at 9.99 µM | purified M. tuberculosis BioA enzyme | AID 602481, 2012 | 7,8-diaminopelargonic acid synthase BioA (Mycobacterium tuberculosis); in the data active = inhibition above about 40%
* = called active by the depositor. Not all compounds are listed; rates above refer to the full screens.

smiles | Mtb BioA inh
O=C(N[C@@H]1CC[C@@H](CCn2cc(C3CCCCC3)nn2)O[C@@H]1CO)c1cccnc1 | -2.4
C[C@@H]1CN([C@@H](C)CO)C(=O)c2cccc(NC(=O)C3CCCCC3)c2O[C@@H]1CN(C)CC1CC1 | -1.2
C[C@H](CO)N1C[C@H](C)[C@H](CN(C)CC2CCCCC2)OCc2cnnn2CCCC1=O | -1.3
C[C@@H]1CN([C@H](C)CO)S(=O)(=O)c2ccc(/C=C/c3ccccc3)cc2O[C@H]1CN(C)C(=O)Nc1ccc(F)cc1 | -1.5
CCC(=O)N(C)C[C@H]1Oc2cc(-c3cncnc3)ccc2S(=O)(=O)N([C@@H](C)CO)C[C@@H]1C | -3.0
O=C(C[C@H]1CC[C@@H]2[C@H](COC[C@@H](O)CN2C(=O)Nc2ccc(F)cc2)O1)NCCc1ccncc1 | 2.2
O=S(=O)(Cc1ccccc1)N1CCCCN2[C@H](C1)[C@H](c1ccc(-c3cccnc3)cc1)[C@@H]2CO | -2.0
C[C@@H]1CN([C@H](C)CO)C(=O)Cc2cc(NC(=O)CCCN(C)C)ccc2O[C@@H]1CN(C)CC1CCCCC1 | -1.4
CO[C@@H]1CN(C)C(=O)c2ccc(NC(=O)Nc3ccc(Cl)cc3)cc2OC[C@H](C)N(C(=O)Nc2c(C)noc2C)C[C@H]1C | -0.5
CCN1[C@@H]2c3ccc(-c4ccc(F)cc4)c(=O)n3C[C@@H]2[C@@H](CO)[C@@H]1C(=O)NCc1ccncn1 | 0.0
C[C@H]1CN([C@@H](C)CO)C(=O)c2cc(C#Cc3ccccc3)cnc2O[C@@H]1CN(C)C(=O)CN(C)C | -0.3
Cc1ccc(S(=O)(=O)N[C@@H]2CC[C@H](CC(=O)O)O[C@H]2CO)cc1 | -3.1
COc1cccc(S(=O)(=O)Nc2ccc3c(c2)[C@H]2C[C@H](CC(=O)NC4CCCCC4)O[C@@H](CO)[C@H]2O3)c1 | 1.5
C[C@H](O)C#Cc1cnc2c(c1)C(=O)N([C@@H](C)CO)C[C@H](C)[C@@H](CN(C)C(=O)CN1CCOCC1)O2 | 1.8
CC(C)NC(=O)Nc1ccc2c(c1)C(=O)N([C@@H](C)CO)C[C@H](C)[C@@H](CN(C)S(=O)(=O)c1ccccc1)OCCCC[C@H](C)O2 | 1.1
COCCNC(=O)C[C@@H]1CC[C@@H]2[C@H](COc3ccc(NC(=O)Nc4cccc(F)c4)cc3C(=O)N2C)O1 | 45*
COc1ccc(S(=O)(=O)N[C@H]2C=C[C@@H](CC(=O)NCCc3ccccc3)O[C@H]2CO)cc1 | 5.2
COc1ccc(S(=O)(=O)Nc2cccc3c2O[C@@H](CN(C)Cc2ccc(-c4ccccc4)cc2)[C@@H](C)CN([C@H](C)CO)C3=O)cc1 | 0.2
CN1C(=O)c2cc(NC(=O)NC3CCCC3)ccc2OC[C@H]2O[C@H](CC(=O)O)CC[C@H]21 | -3.3
CNC[C@H]1Oc2ccc(NS(=O)(=O)c3ccc(F)cc3)cc2CC(=O)N([C@@H](C)CO)C[C@H]1C | -6.0

More entries
smiles | Mtb BioA inh
C[C@@H]1CN([C@H](C)CO)C(=O)c2cc(N(C)C)ccc2O[C@@H]1CN(C)C(=O)Nc1ccc(F)cc1 | -1.6
CO[C@@H]1CN(C)C(=O)c2cc(NS(=O)(=O)CC(F)(F)F)ccc2OC[C@H](C)NC[C@@H]1C | -3.0
CN(C)C(=O)C[C@H]1CC[C@H]2[C@H](COc3ccc(NC(=O)C4CCOCC4)cc3C(=O)N2C)O1 | -1.4
COc1cccc(-c2ccc([C@@H]3[C@H]4CN(S(=O)(=O)c5cccs5)CCCCN4[C@H]3CO)cc2)c1 | -0.4
COc1ccc(S(=O)(=O)N(C)C[C@H]2OCCCC[C@@H](C)Oc3ccc(NC(=O)Nc4ccc(C(F)(F)F)cc4)cc3C(=O)N([C@@H](C)CO)C[C@H]2C)cc1 | -2.0
C[C@H](CO)N1C[C@H](C)[C@H](CN(C)CC2CCCC2)Oc2ncc(-c3ccc(F)cc3)cc2C1=O | -5.3
C[C@H](O)C#Cc1ccc2c(c1)O[C@@H](CN(C)C(=O)c1ccccc1)[C@@H](C)CN([C@@H](C)CO)S2(=O)=O | 2.0
C[C@@H]1CN([C@H](C)CO)C(=O)c2cc(NC(=O)c3ccncc3)ccc2O[C@H]1CN(C)S(=O)(=O)c1ccc(F)cc1 | 1.7
C[C@H](CO)N1C[C@H](C)[C@H](CN(C)C(=O)Nc2ccccc2)Oc2c(NS(C)(=O)=O)cccc2C1=O | 3.0
O=C(Nc1ccccc1)[C@@H]1[C@@H](CO)[C@@H]2Cn3c(cccc3=O)[C@@H]2N1Cc1ccccc1Cl | 2.1
C[C@@H]1CCCCO[C@H](CN(C)C(=O)Nc2ccc(C(F)(F)F)cc2)[C@@H](C)CN([C@H](C)CO)C(=O)c2cc(NS(=O)(=O)c3cccs3)ccc2O1 | -3.7
C[C@H]1CN([C@@H](C)CO)C(=O)c2cccc(NC(=O)Nc3ccc(C(F)(F)F)cc3)c2O[C@H]1CN(C)C(=O)Nc1ccc(C(F)(F)F)cc1 | 3.3
O=C(C[C@@H]1CC[C@H]2[C@@H](COC[C@@H](O)CN2Cc2ccc3c(c2)OCO3)O1)Nc1ccccc1 | 0.3
Cc1ccc(S(=O)(=O)Nc2ccc3c(c2)C(=O)N([C@@H](C)CO)C[C@@H](C)[C@H](CN(C)C(=O)CCCN(C)C)OCCCC[C@@H](C)O3)cc1 | -2.2
O=C(Cc1ccccc1)N1C[C@@H]2[C@H](c3ccccc31)[C@H](CO)N2C(=O)Cc1ccccc1 | -2.5
Cc1ccccc1S(=O)(=O)N1[C@H](C#N)[C@H](c2ccc(C#CC3CCCCC3)cc2)[C@H]1CO | -2.2
Cc1noc(C)c1NC(=O)N[C@@H]1CC[C@H](CC(=O)N2CCCCC2)O[C@H]1CO | 1.9
COC(=O)C[C@@H]1C[C@@H]2c3cc(NC(=O)C4CCC4)ccc3O[C@@H]2[C@@H](CO)O1 | 0.6
COc1ccc(CN(C)C[C@H]2Oc3ccc(NC(=O)NC4CCCCC4)cc3C(=O)N([C@H](C)CO)C[C@@H]2C)cc1 | 4.6
Cc1noc(C)c1NC(=O)N(C)C[C@@H]1Oc2ccc(NS(=O)(=O)c3ccc(F)cc3)cc2C(=O)N([C@@H](C)CO)C[C@H]1C | -1.3

Among those listed so far, these contain a COOH group:
smiles | Mtb BioA inh
Cc1ccc(S(=O)(=O)N[C@@H]2CC[C@H](CC(=O)O)O[C@H]2CO)cc1 | -3.1
CN1C(=O)c2cc(NC(=O)NC3CCCC3)ccc2OC[C@H]2O[C@H](CC(=O)O)CC[C@H]21 | -3.3

Back to the main list with the five entries that preceded the break.
smiles | Mtb BioA inh
Cc1ccccc1S(=O)(=O)N1[C@H](C#N)[C@H](c2ccc(C#CC3CCCCC3)cc2)[C@H]1CO | -2.2
Cc1noc(C)c1NC(=O)N[C@@H]1CC[C@H](CC(=O)N2CCCCC2)O[C@H]1CO | 1.9
COC(=O)C[C@@H]1C[C@@H]2c3cc(NC(=O)C4CCC4)ccc3O[C@@H]2[C@@H](CO)O1 | 0.6
COc1ccc(CN(C)C[C@H]2Oc3ccc(NC(=O)NC4CCCCC4)cc3C(=O)N([C@H](C)CO)C[C@@H]2C)cc1 | 4.6
Cc1noc(C)c1NC(=O)N(C)C[C@@H]1Oc2ccc(NS(=O)(=O)c3ccc(F)cc3)cc2C(=O)N([C@@H](C)CO)C[C@H]1C | -1.3
C[C@H](CO)N1C[C@H](C)[C@@H](CN(C)S(=O)(=O)c2ccc(F)cc2)Oc2c(NC(=O)C3CC3)cccc2C1=O | 1.6
COc1cccc(-c2cnc3c(c2)C(=O)N([C@H](C)CO)C[C@H](C)[C@H](CN(C)Cc2ccc4c(c2)OCO4)O3)c1 | 11
COc1cccc(S(=O)(=O)N[C@H]2CC[C@@H](CCN)O[C@@H]2CO)c1 | -0.7
C[C@@H]1CN([C@H](C)CO)C(=O)Cc2cc(NC(=O)c3ccncc3)ccc2O[C@@H]1CN(C)S(=O)(=O)c1cn(C)cn1 | -3.7
O=C(N[C@@H]1C=C[C@H](CC(=O)N2CCCCC2)O[C@H]1CO)c1ccccn1 | -2.4
CNC[C@H]1OCCCC[C@@H](C)Oc2ccc(NS(=O)(=O)c3cccs3)cc2C(=O)N([C@H](C)CO)C[C@H]1C | -0.8
CCCC#Cc1ccc2c(c1)O[C@H](CN(C)C(=O)c1ccccn1)[C@@H](C)CN([C@@H](C)CO)S2(=O)=O | 2.6
C/C=C/c1cnc2c(c1)C(=O)N([C@@H](C)CO)C[C@@H](C)[C@H](CN(C)C(=O)CN1CCOCC1)O2 | -0.9
CCCN1C[C@@H](C)[C@@H](OC)CN(C)C(=O)c2cc(NC(=O)Nc3cccc(F)c3)ccc2OC[C@H]1C | 1.0
CN(C)CC(=O)Nc1ccc2c(c1)[C@H]1C[C@@H](CC(=O)NCc3ccncc3)O[C@H](CO)[C@H]1O2 | -0.4
CC(C)CC#Cc1cnc2c(c1)C(=O)N([C@@H](C)CO)C[C@@H](C)[C@@H](CN(C)Cc1cncnc1)O2 | -0.6
CN(C)c1ccc2c(c1)[C@H]1C[C@H](CC(=O)NCCN3CCCCC3)O[C@@H](CO)[C@H]1O2 | -1.5
CO[C@H]1CC[C@@H]2CCN(C)C(=O)C[C@H](c3ccccc3)CN(C)C(=O)c3cccc(C#N)c3OC[C@@H]1O2 | 0.0
C[C@@H]1CCCCO[C@@H](CN(C)CC2CCCCC2)[C@@H](C)CN([C@@H](C)CO)C(=O)c2cc(NS(=O)(=O)c3cccs3)ccc2O1 | 2.0
Cc1cccc(S(=O)(=O)N2C[C@H](O)COC[C@H]3O[C@@H](CC(=O)Nc4ccc(-c5ccccc5)cc4)CC[C@@H]32)c1 | -2.0
Cc1cccc(-c2ccc([C@H]3[C@@H](CO)N4CCCCN(C(=O)c5ccc6c(c5)OCO6)C[C@@H]34)cc2)c1 | 2.1
C[C@@H]1CN([C@H](C)CO)C(=O)c2cccc(NC(=O)Nc3ccccc3)c2O[C@H]1CN(C)C(=O)Nc1ccc(F)cc1 | -1.2
C[C@H](CO)N1C[C@H](C)[C@@H](CN(C)C(=O)Nc2ccc(F)cc2)Oc2c(NC(=O)Nc3ccccc3)cccc2C1=O | 0.4
O=C(C[C@@H]1CC[C@H](NC(=O)Nc2cccc(F)c2)[C@@H](CO)O1)NCC1CCCCC1 | -0.3
O=C(C[C@H]1CC[C@@H](NC(=O)C2CC2)[C@H](CO)O1)Nc1nccs1 | -1.5

More records.
smiles | Mtb BioA inh
C[C@H]1CN([C@@H](C)CO)S(=O)(=O)c2ccc(C3=CCCC3)cc2O[C@H]1CN(C)Cc1ccccc1 | -3.6
CCC(=O)Nc1ccc2c(c1)OC[C@@H](C)N(CC1CCCCC1)C[C@@H](C)[C@@H](OC)CN(C)C2=O | 0.2
COc1ccc(CN(C)C[C@H]2Oc3c(NC(=O)c4cnccn4)cccc3C(=O)N([C@H](C)CO)C[C@@H]2C)cc1 | 3.1
CC(C)NC(=O)Nc1ccc2c(c1)CC(=O)N([C@@H](C)CO)C[C@H](C)[C@H](CN(C)C(=O)Nc1ccc3c(c1)OCO3)O2 | -4.6
O=C(NCC[C@H]1CC[C@@H](NS(=O)(=O)c2cccc(F)c2)[C@@H](CO)O1)Nc1cc(F)ccc1F | 3.0
COc1ccccc1C(=O)Nc1ccc2c(c1)OC[C@@H](C)N(C)C[C@@H](C)[C@@H](OC)CN(C)C2=O | -3.7
O=C(C[C@H]1C=C[C@@H](NC(=O)C2CCC2)[C@@H](CO)O1)NCc1ccncc1 | 3.1
COc1cccc(S(=O)(=O)Nc2ccc3c(c2)[C@@H]2C[C@@H](CC(=O)O)O[C@H](CO)[C@@H]2O3)c1 | -1.3
CCNC(=O)Nc1ccc2c(c1)C(=O)N(C)[C@@H]1CC[C@H](CC(=O)Nc3ccccc3)O[C@H]1CO2 | 0.2
CC(C)CC#Cc1cnc2c(c1)C(=O)N([C@H](C)CO)C[C@H](C)[C@@H](CN(C)Cc1ccc(C(=O)O)cc1)O2 | -2.1
COc1ccc(NC(=O)Nc2cccc3c2O[C@@H](CN(C)C(=O)NC(C)C)[C@H](C)CN([C@@H](C)CO)C3=O)cc1 | -0.6
C[C@H](CO)N1C[C@H](C)[C@H](CN(C)Cc2ccc3c(c2)OCO3)Oc2cc(C#CCN(C)C)ccc2S1(=O)=O | -1.4
C[C@H]1CN([C@@H](C)CO)C(=O)c2cccc(NC(=O)c3ccncc3)c2O[C@@H]1CN(C)Cc1ccc(-c2ccccc2)cc1 | -6.1
CC(=O)N(C)C[C@H]1Oc2cc(C#Cc3ccccn3)ccc2S(=O)(=O)N([C@H](C)CO)C[C@H]1C | 0.3
COc1ccc(NC(=O)Nc2cccc3c2O[C@H](CN(C)S(=O)(=O)c2ccc(C)cc2)[C@@H](C)CN([C@@H](C)CO)C3=O)cc1 | -4.2
C[C@@H]1CN([C@H](C)CO)S(=O)(=O)c2ccc(C3=CCCC3)cc2O[C@H]1CN(C)Cc1cccnc1 | 2.7
CC(C)CC#Cc1ccc2c(c1)O[C@@H](CN(C)C(=O)Nc1ccccc1)[C@@H](C)CN([C@@H](C)CO)S2(=O)=O | -0.6
CN(C)CC(=O)Nc1ccc2c(c1)[C@H]1C[C@@H](CC(=O)N3CCN(C)CC3)O[C@@H](CO)[C@H]1O2 | 0.4
CN1C(=O)c2cc(NC(=O)C3CCCC3)ccc2OC[C@H]2O[C@@H](CC(=O)NCC3CC3)CC[C@@H]21 | -0.9
CN1CCN(C(=O)C[C@H]2CC[C@H]3[C@@H](COC[C@H](O)CN3C(=O)Nc3ccc(F)cc3)O2)CC1 | 0.2
Cc1noc(C)c1S(=O)(=O)Nc1ccc2c(c1)C(=O)N([C@@H](C)CO)C[C@@H](C)[C@H](CN(C)Cc1ccc(C(=O)O)cc1)O2 | 0.7
CO[C@H]1CN(C)C(=O)c2cc(NC(=O)c3nc4ccccc4s3)ccc2OC[C@H](C)N(Cc2cncnc2)C[C@H]1C | -0.7
